# PfHsp40 yeast – restores yeast growth despite PfHsp40 toxicity. S. cerevisiae expressing PfHsp40, growth rescue, ATP luminescence. growth rescue, % at 12.5 µM. AID 504582. 0.68% of 340,000 active; in the data active = growth rescue above about 28%, passing the limit was not always enough;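 note: yeast W303a lacking pdr1 and pdr3 grown in galactose medium; growth measured after three days at 30 °C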
# CCHF vOTU inh – CCHFV vOTU protease inhibition. inhibition, % at 11.5 µM. 0.55% of 370,000 active. Pep-AMC fluorescence; in the data active = inhibition above about 30%; note: 0% = vehicle wells with enzyme and 100% = no enzyme wells
# SARS 3CLpro inh – SARS-CoV 3CLpro protease inhibition. P0C6X7. recombinant SARS-CoV 3CLpro, quenched FRET peptide cleavage. inhibition, % at 6 µM. 0.14% of 290,000 active. AID 1706; in the data active = inhibition above about 12%
# Vc quorum ag – inducers of Vibrio cholerae quorum light production without autoinducers | V. cholerae BH1578 lux reporter, luminescence, 6 h | activation, % at 18.7 µM | 0.16% of 350,000 active; in the data active = activation mostly above about 9.7%, no sharp cut-off; note: not every result past the cut was called active; inactives centre near 0; reference of the scale not given here
# PriA SSB inh – K. pneumoniae PriA-SSBct interaction inhibition; inhibition, % at 33 µM; AID 1272365; AlphaScreen SSBct-PriA binding, biotinylated peptide; 0.6% of 430,000 active; in the data active = inhibition mostly above about 37%, no sharp cut-off; inactive = mostly below about 20%;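 note: plate controls were negative control peptide for no effect and reference peptide for full effect; strong numbers were not always called active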
# DUSP3 inh – blocks human VHR1 dual specificity phosphatase; P51452; recombinant VHR phosphatase, pNPP absorbance; inhibition, % at 13.3 µM; 0.52% of 290,000 active; AID 1654; in the data active = inhibition above about 50%; note: some compounds called inactive have numbers as strong as hits
# Anthrax LF prot – inhibitors of Bacillus anthracis lethal factor protease; P15917; multiplex microsphere protease cleavage assay, LF; inhibition, % at 10 µM; 0.12% of 360,000 active; AID 588501; note: plate controls were buffer without enzyme for full effect and enzyme alone for no effect
# TcdB inh – blocks C. difficile toxin B glycohydrolase activity; AID 652162; TcdB glycohydrolase enzymatic assay, plate reader; inhibition, % at 9.99 µM; P18177; 0.24% of 350,000 active; in the data active = inhibition above about 10%
# BoNT-A LC inh2 – BoNT A light chain protease inhibition | multiplex microsphere protease substrate cleavage, flow cytometry | inhibition, % at 10 µM | AID 588499 | 0.17% of 360,000 active; note: plate controls were buffer without enzyme for full effect and enzyme alone for no effect
# Yp Topo-I inh – Y. pestis Topo-I inhibition via cleavage products. Y. pestis Topo-I cleavage product accumulation, plate reader. activity, % at 10 µM. 0.064% of 360,000 active; in the data active = activity above about 50%, passing the limit was not always enough; note: inactives centre near 2
# Numbers without * were called inactive; i = inactive; / = no result given. Cut-off read from the data, not from the text of the source, unless noted: active = inhibition above about 30%; inconclusive = no clear call, values can overlap the other calls; inactive = below that. An excerpt; the hit share may differ from the screen's.
cpd	canonical_smiles	PfHsp40 yeast	CCHF vOTU inh	SARS 3CLpro inh	Vc quorum ag	PriA SSB inh	DUSP3 inh	Anthrax LF prot	TcdB inh	BoNT-A LC inh2	Yp Topo-I inh
1	COC(=O)c1ccc(NC(=O)CCc2nnc3ccc(N4CCC5(CC4)OCCO5)nn23)cc1	-0.4	-6	3	-0.1	2	2	8	-1.0	12	12
2	Cc1ccc(C(=O)N/N=C\c2ccc(OC(=O)c3cccc(F)c3)cc2)cn1	-0.8	15	2	i	/	30	16	1.1	-6.8	6
3	COc1ccc(C(C(=O)NC2CCCC2)N(Cc2ccccc2)C(=O)c2snc(C(N)=O)c2N)cc1OC (configuration not stated)	0.3	-12	4	i	-7	24	3	-0.3	-2.9	21
4	CC(Sc1ccc(S(=O)(=O)N2CCOCC2)cn1)C(=O)Nc1ccc(Cl)cc1Cl (configuration not stated)	-0.4	-2	/	i	0	/	-2	1.7	-0.2	-1
5	CCOC(=O)N1CCC(N(CCN(C)C)C(=S)Nc2ccc(Oc3ccccc3)cc2)CC1	-2.6	12	5	-0.5	-4	45	0	-0.5	-0.1	-1
6	CC(C)CNC(=O)CSc1nnc(-c2cccc(S(=O)(=O)N3CCCCC3)c2)o1	0.0	-1	1	-5.9	-10	-15	-1	/	-0.4	7
7	CCOC(=O)CC1C(=O)NC2CCCCC2N1C(=O)Nc1ccc(Cl)cc1 (configuration not stated)	1.7	17	4	-0.5	-7	1	2	/	-0.7	-3
8	COc1ccc(Cl)cc1-n1c(=S)sc2c(=O)[nH]c(SCC(=O)C(C)(C)C)nc21	0.4	12	6	-0.6	-14	14	-9	1.4	-3.3	-2
9	CN(C)S(=O)(=O)n1cnc([C@@H]2[C@@H]3C(=O)OC[C@@H]3C[C@]23N=CN(Cc2ccccc2)C3=O)c1	-0.4	4	/	-5.3	-10	/	-9	0.8	-1.0	1
10	CCN(C(=O)COC(=O)c1cc([N+](=O)[O-])ccc1N1CCOCC1)C1CCCCC1	-0.2	7	/	i	-4	/	1	1.7	-0.9	24
11	Cc1cccc(CCNC(=O)COc2cc(=O)n(C)c3ccccc23)c1	0.3	4	-2	2.1	-3	19	-2	1.1	-1.8	2
12	C#CCOCCOCCOCCNc1nc(N2CCOCC2)nc(N2CCN(C(=O)[C@H](CCCCN)n3cc(CCCC)nn3)CC2)n1	-0.4	4	/	0.8	2	/	0	1.7	-0.4	8

# Record cards, from the list above:
# Profile of Cc1cccc(CCNC(=O)COc2cc(=O)n(C)c3ccccc23)c1 : PfHsp40 yeast: 0.3; CCHF vOTU inh: 4; SARS 3CLpro inh: -2; Vc quorum ag: 2.1; PriA SSB inh: -3; DUSP3 inh: 19; Anthrax LF prot: -2; TcdB inh: 1.1; BoNT-A LC inh2: -1.8; Yp Topo-I inh: 2
# Profile of CC(C)CNC(=O)CSc1nnc(-c2cccc(S(=O)(=O)N3CCCCC3)c2)o1 : PfHsp40 yeast: 0.0; CCHF vOTU inh: -1; SARS 3CLpro inh: 1; Vc quorum ag: -5.9; PriA SSB inh: -10; DUSP3 inh: -15; Anthrax LF prot: -1; TcdB inh: /; BoNT-A LC inh2: -0.4; Yp Topo-I inh: 7

# The listing continues.
cpd	canonical_smiles	PfHsp40 yeast	CCHF vOTU inh	SARS 3CLpro inh	Vc quorum ag	PriA SSB inh	DUSP3 inh	Anthrax LF prot	TcdB inh	BoNT-A LC inh2	Yp Topo-I inh
13	Cc1cc(-c2ccccc2)nc(SCC(=O)c2cccc([N+](=O)[O-])c2)n1	1.4	-3	0	-0.7	-6	18	-1	/	0.4	-4
14	COc1cccc(CNC[C@H]2O[C@@H](n3cnc(C(N)=O)n3)[C@H](O)[C@@H]2O)c1OCc1ccc(F)cc1Cl	-1.0	-1	/	-1.3	3	/	-4	1.2	-0.6	3
15	COc1ccc(/C=N/NC(=O)c2cccnc2)c2ccccc12	-1.0	-6	6	i	/	4	11	1.2	-2.7	6
16	O=c1/c(=C/c2ccco2)sc2n1CN(c1ccccc1)CN=2	0.9	15	-5	-2.8	/	-6	-1	/	-0.5	-6
17	CCOC(=O)C1CCN(c2c(NCc3ccc(N(C)C)cc3)c(=O)c2=O)CC1	-1.6	0	-2	-0.4	-4	29	0	0.7	-0.4	-10
18	CCN(C(=O)Cn1cc(C(C)=O)c2ccccc21)c1ccccc1	0.3	0	-5	-0.8	-12	3	1	1.2	-0.3	3
19	COCCCN1C(=O)c2ccc(C(=O)OCC(=O)N(C)c3ccccc3)cc2C1=O	-0.2	-6	7	i	-1	17	-8	0.2	-0.5	13
20	CCc1cc(C(=O)OCC(=O)NCCc2ccccc2)sc1C	/	12	/	i	/	/	3	0.0	0.1	25
21	Cc1nc2c3ccccc3n(CC(=O)c3ccc(F)cc3)c(=O)n2n1	-0.1	2	-3	-0.4	0	6	0	1.6	0.2	6
22	Cc1ccc(C(C)C)c(OC/C(O)=C(\C#N)c2nc3ccccc3[nH]2)c1	-0.7	7	0	-1.2	-10	17	0	0.7	-0.4	11
23	Cc1ccc(S(=O)(=O)c2c(N)n(CCC(C)C)c3nc4ccccc4nc23)cc1	0.3	-6	3	-6.2	10	-4	2	/	2.5	1
24	CN(C)S(=O)(=O)N(CC(=O)N1CCN(Cc2ccccc2)CC1)c1ccccc1	0.0	10	-2	-0.3	-10	12	3	0.3	-1.1	6

# Looked up one by one from the entries so far, five records:
cpd	canonical_smiles	PfHsp40 yeast	CCHF vOTU inh	SARS 3CLpro inh	Vc quorum ag	PriA SSB inh	DUSP3 inh	Anthrax LF prot	TcdB inh	BoNT-A LC inh2	Yp Topo-I inh
20	CCc1cc(C(=O)OCC(=O)NCCc2ccccc2)sc1C	/	12	/	i	/	/	3	0.0	0.1	25
22	Cc1ccc(C(C)C)c(OC/C(O)=C(\C#N)c2nc3ccccc3[nH]2)c1	-0.7	7	0	-1.2	-10	17	0	0.7	-0.4	11
23	Cc1ccc(S(=O)(=O)c2c(N)n(CCC(C)C)c3nc4ccccc4nc23)cc1	0.3	-6	3	-6.2	10	-4	2	/	2.5	1
14	COc1cccc(CNC[C@H]2O[C@@H](n3cnc(C(N)=O)n3)[C@H](O)[C@@H]2O)c1OCc1ccc(F)cc1Cl	-1.0	-1	/	-1.3	3	/	-4	1.2	-0.6	3
16	O=c1/c(=C/c2ccco2)sc2n1CN(c1ccccc1)CN=2	0.9	15	-5	-2.8	/	-6	-1	/	-0.5	-6

# Next part
# Short keys – A = PfHsp40 yeast; B = CCHF vOTU inh; C = SARS 3CLpro inh; D = Vc quorum ag; E = PriA SSB inh; F = DUSP3 inh; G = Anthrax LF prot; H = TcdB inh; I = BoNT-A LC inh2; J = Yp Topo-I inh
25) O=C(O)C1OC(C(=O)O)C2C1C(F)(F)C2(F)F (configuration not stated)
  A: -1.3; B: 3; C: -6; D: i; E: -10; F: -8; G: 2; H: 0.9; I: 0.6; J: -8

26) Cc1ccccc1Cn1cnc2ccccc2c1=O
  A: 1.3; B: 5; C: 2; D: 0.5; E: 12; F: 2; G: -1; H: 8.3; I: -1.4; J: 6

27) CCN(CCn1cccn1)C(=O)CCc1nnc(C2CCCCC2)o1
  A: -0.8; B: -5; C: -3; D: i; E: -9; F: -4; G: -1; H: 0.2; I: -0.2; J: 4

28) CCOc1ccc(NC(=O)CN2C(=O)CSC(C)C2=O)cc1 (configuration not stated)
  A: 0.6; B: -2; C: 2; D: -3.6; E: -1; F: 2; G: -8; H: 0.5; I: -0.6; J: 1

29) COc1ccc(/C(O)=C2/C(=O)C(=O)N(CCCN3CCOCC3)C2c2ccc(C(C)C)cc2)cc1 (configuration not stated)
  A: -1.4; B: -3; C: 4; D: -1.2; E: /; F: 1; G: 1; H: 0.8; I: 0.1; J: 4

30) CC(Sc1nc2ccccc2[nH]1)C(=O)Nc1ccc2c(c1)OCCO2 (configuration not stated)
  A: 0.2; B: -2; C: 5; D: 5.9; E: 4; F: 13; G: -5; H: /; I: -0.4; J: -1

31) CCc1cccc(NC(=O)C2CCN(c3ncnc4sc(C)c(C)c34)CC2)c1
  A: 0.4; B: 11; C: /; D: -2.7; E: 3; F: /; G: -11; H: -3.8; I: -0.3; J: 24

32) CCC(=O)N(CC)Cc1cc(=O)[nH]c2ccccc12
  A: 0.4; B: 1; C: -2; D: -0.4; E: 6; F: -5; G: -2; H: /; I: -0.3; J: -2

33) CCN1CCN(C(c2ccc(OC)cc2)c2nnnn2Cc2ccc3c(c2)OCO3)CC1 (configuration not stated)
  A: -1.7; B: -7; C: 0; D: -0.1; E: -3; F: 7; G: -6; H: -0.5; I: 0.4; J: -2

34) Cc1cccc(N(C(=O)CCC(=O)Nc2cccnc2)C(C(=O)NC2CCCC2)c2ccncc2)c1 (configuration not stated)
  A: 1.3; B: 1; C: 4; D: /; E: -17; F: 9; G: -4; H: /; I: 0.5; J: 4

35) O=C(Nc1ccc(N2CCOCC2)c(S(=O)(=O)Nc2cc(Cl)ccc2Cl)c1)c1cccnc1
  A: 2.3; B: -1; C: 3; D: -0.1; E: -14; F: 5; G: -3; H: 0.7; I: 1.1; J: 4

36) CN(c1ccccc1)S(=O)(=O)c1cccc(NC(=O)CSc2ncn[nH]2)c1
  A: 0.0; B: 16; C: 3; D: -0.2; E: -2; F: 0; G: 0; H: /; I: 0.6; J: -5

37) CC(=O)c1ccc(N2CCN(C(=O)c3ccc4[nH]c(C)c(C)c4c3)CC2)cc1
  A: 1.2; B: 14; C: /; D: -2.8; E: 5; F: /; G: -7; H: 0.4; I: -0.4; J: 23

38) Cc1cc(SCC(=O)Nc2ccccc2)nc(C)n1
  A: 0.0; B: 2; C: -2; D: -6.7; E: -4; F: 26; G: -1; H: /; I: -0.2; J: 2

39) COc1ccc2c(c1)-c1nc(/N=C/c3ccc(O)cc3)sc1CC2
  A: 0.7; B: 25; C: 0; D: -0.3; E: /; F: 4; G: -2; H: /; I: -0.2; J: -8

40) COC(=O)c1c(C)oc(C)c1S(=O)(=O)NCc1ccc(OC)cc1
  A: -0.6; B: -14; C: 1; D: 0.0; E: 3; F: 4; G: /; H: 0.2; I: /; J: 0

41) Cc1ccc(S(=O)(=O)N2CCC(C(=O)NC3CC(C)(C)NC(C)(C)C3)CC2)cc1
  A: 2.2; B: 13; C: 1; D: -0.3; E: -10; F: 24; G: 3; H: 1.6; I: 0.6; J: -2

42) CCOc1ccc(NC(=S)N(CCCN2CCCC2)Cc2cccn2Cc2ccc(Cl)cc2)cc1
  A: 0.5; B: -5; C: 7; D: -0.4; E: 17; F: 14; G: -3; H: 0.0; I: -0.9; J: -2

43) Cn1c(COc2ccc(Cl)cc2)nnc1SCC(=O)NC1CCCC1
  A: 0.1; B: 14; C: 3; D: -0.3; E: 3; F: 2; G: 0; H: 1.0; I: 0.9; J: -2

44) Fc1ccc2[nH]c3c(Cl)ncnc3c2c1
  A: 1.5; B: -24; C: 0; D: -0.2; E: -15; F: 20; G: -4; H: 0.3; I: -0.3; J: -3

45) CCCc1nnc(SCC(=O)O)n1/N=C/c1ccc2c(c1)OCO2
  A: 0.0; B: 1; C: -3; D: -1.6; E: /; F: 16; G: -3; H: 1.5; I: 1.1; J: -1

46) Cc1cc(-c2ccccc2)nc(N2CCC(C(=O)NC34CC5CC(CC(C5)C3)C4)CC2)n1
  A: 1.2; B: 5; C: -2; D: i; E: 2; F: 29; G: -2; H: /; I: 0.7; J: 1

47) COc1ccccc1CNC(=O)N1CCN(c2ccccc2Cl)CC1
  A: 1.0; B: 4; C: -1; D: -0.2; E: -6; F: 17; G: -2; H: 1.3; I: -1.0; J: 15

48) COCCSc1nnc(NC(=O)c2cc(OC)c(OC)cc2[N+](=O)[O-])s1
  A: -1.4; B: 12; C: -4; D: -0.2; E: 5; F: 13; G: 0; H: -1.9; I: -1.8; J: 2

49) O=C(COC(=O)CCc1nc2ccccc2s1)Nc1nc(-c2ccccc2)cs1
  A: -0.3; B: -6; C: -5; D: -0.2; E: -9; F: -14; G: 1; H: 1.4; I: -0.5; J: 17

50) CCOC(=O)c1ccc(NC(=O)Nc2ccn(C)n2)cc1
  A: 0.3; B: /; C: -3; D: -0.6; E: 1; F: 18; G: 2; H: 1.4; I: -0.4; J: 5

# Source: PubChem
